# APEX1 inh: inhibitors of human APE1 endonuclease; actives 0.35% (n = 350,000); Potency, µM (highest dose often 65.8 µM), for inactives: at the top dose activity change, negative = inhibition, usual class: inhibitors; P27695; recombinant APE1, TAMRA/BHQ-2 abasic DNA cleavage fluorescence; AID 2517;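 further: plate controls were vehicle for no effect and reference inhibitor for full effect; nearly all actives have a fitted effect of over 55% in size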
# Target sequence (P27695 whole entry, looked up): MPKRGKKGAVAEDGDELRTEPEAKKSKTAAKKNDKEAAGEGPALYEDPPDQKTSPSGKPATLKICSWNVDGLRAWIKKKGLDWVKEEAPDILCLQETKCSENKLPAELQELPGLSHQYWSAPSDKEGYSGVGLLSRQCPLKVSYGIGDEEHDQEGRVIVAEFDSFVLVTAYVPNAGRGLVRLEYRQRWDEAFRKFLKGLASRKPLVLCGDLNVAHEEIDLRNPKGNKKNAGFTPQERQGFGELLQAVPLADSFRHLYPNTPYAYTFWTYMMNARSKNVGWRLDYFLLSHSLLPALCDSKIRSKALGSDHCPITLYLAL
#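 Step 1: APE1 (0.75 nM) with compound, 15 min RT. Step 2: add 50 nM fluorophore/quencher THF duplex. Step 3: three fluorescence reads 60 s apart (525/598 nm); read 3 minus read 1 = reaction progress.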
# Pol kappa inh: DNA polymerase kappa (human) inhibition; Q9UBT6; purified Pol kappa, fluorescent DNA synthesis assay, 10 min; Potency, µM (top dose mostly 107 µM), for inactives: top-dose activity, negative = inhibition, most hits filed as inhibitors; actives 0.53% (n = 400,000); further: on the % scale 0 is the no-effect control and ±100 the full control effect
#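 Activity was followed as the change in fluorescence between reads at 0 and 10 min after starting the reaction with 50 nM substrate. Beforehand, 10 nM polymerase had been preincubated with compound for 15 min at room temperature.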
# BAZ2B inh: blocks human BAZ2B; actives 4.4% (n = 360,000); Q9UIF8; AlphaScreen BAZ2B-H3K14Ac peptide displacement; Potency, µM (highest dose often 114 µM), for inactives: at the top dose activity change, negative = inhibition, hits mostly inhibitors; AID 504333; further: on the % scale 0 is the no-effect control and ±100 the full control effect; nearly all actives have a fitted effect of over 60% in size
#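 In this displacement format the biotinylated H3(5-23) peptide acetylated at Lys14 serves as ligand at 50 nM, with BAZ2B at 50 nM in PBS pH 7.4 containing 0.01% Tween-20. Donor and acceptor beads are 10 ug/mL final.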
# G9a inh: G9a (human) methyltransferase inhibition; Q96KQ7; G9a H3K9 monomethylation, AlphaScreen, 2 h; Potency, µM (doses to about 102 µM), for the others: top-dose activity, negative = inhibition, actives largely listed as inhibitors; actives 8.8% (n = 350,000); further: on the % scale 0 is the no-effect control and ±100 the full control effect; nearly all actives have a fitted effect of over 75% in size
# Target sequence (Q96KQ7 913-1193 limits assumed): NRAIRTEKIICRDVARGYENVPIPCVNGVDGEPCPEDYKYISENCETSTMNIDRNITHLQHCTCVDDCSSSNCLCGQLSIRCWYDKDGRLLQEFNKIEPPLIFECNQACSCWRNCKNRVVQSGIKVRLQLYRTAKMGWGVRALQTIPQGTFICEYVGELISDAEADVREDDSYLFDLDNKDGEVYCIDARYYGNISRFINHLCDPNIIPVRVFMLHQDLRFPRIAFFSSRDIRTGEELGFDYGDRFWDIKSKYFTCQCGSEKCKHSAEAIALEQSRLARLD
#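 Readings reflect AlphaScreen signal from monomethyl-H3K9 antibody detection. HMT at 20 nM; substrate b-H3K9 500 nM; cofactor SAM 20 uM; 2 h RT reaction; compounds tested as titrations in qHTS with 15 min preincubation.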
# POLH inh: inhibitors of human DNA polymerase eta; actives 1.2% (n = 390,000); recombinant Pol eta, fluorescent DNA replication assay; Q9Y253; AID 588591; Potency, µM (titrated, usually from 114 µM), without a hit: at the highest dose activity change, negative = inhibition, actives largely listed as inhibitors; further: on the % scale 0 is the no-effect control and ±100 the full control effect
#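 Pol eta at 10 nM preincubated with compounds 15 min at room temperature; reaction started with fluorescent substrate (50 nM final) and read kinetically at 0 and 10 min.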
# Pol iota inh: blocks human DNA polymerase iota activity. AID 588590. actives 1% (n = 390,000). Potency, µM (highest dose often 115 µM), for inactives: top-dose activity, negative = inhibition, actives largely listed as inhibitors. Pol iota fluorescent replication assay, 10 min. Q9UNA4
#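 Pol iota at 10 nM preincubated 15 min with compounds at room temperature; reaction started with fluorescent substrate, 50 nM final. Fluorescence read kinetically at 0 and 10 min; buffer-only wells as negative control.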
# Apoferritin bind: candidate novel general anesthetic via apoferritin binding. apoferritin/1-aminoanthracene competitive binding, fluorescence. Potency, µM (top dose mostly 77.5 µM), without a hit: at the highest dose activity change, negative = displacement, actives largely listed as inhibitors. actives 0.074% (n = 350,000); further: on the % scale 0 is the no-effect control and ±100 the full control effect; nearly all actives have a fitted effect of over 20% in size
# Target sequence (P02791 2-175 limits assumed): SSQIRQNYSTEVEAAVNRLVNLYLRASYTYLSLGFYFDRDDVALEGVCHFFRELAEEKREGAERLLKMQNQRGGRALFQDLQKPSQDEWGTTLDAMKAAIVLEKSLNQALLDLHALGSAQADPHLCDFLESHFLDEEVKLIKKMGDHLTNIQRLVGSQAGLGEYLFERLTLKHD
#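 Probe: 1-aminoanthracene (50% saturated, PBS). Protein: horse-spleen apoferritin, 10 uM. Incubation: 10 min, room temperature. Detection: 380 nm excitation, 535 nm emission. Analysis: normalized response, four-parameter Hill.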
# BLM inh: Bloom syndrome helicase (human) inhibition | P54132 | recombinant BLM DNA unwinding, fluorescence dequenching | Potency, µM (highest dose often 56.1 µM), without a hit: at the top dose activity change, negative = inhibition, hits mostly inhibitors | actives 0.2% (n = 350,000) | AID 2528;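 further: plate controls were vehicle for no effect and no enzyme for full effect; nearly all actives have a fitted effect of over 35% in size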
# POLB inh: DNA polymerase beta (human) inhibition. P06746. Pol beta primer extension/strand displacement, fluorescence kinetic. Potency, µM (highest dose often 114 µM), inactives show top-dose activity change, negative = inhibition, actives largely listed as inhibitors. actives 1.3% (n = 340,000); further: on the % scale 0 is the no-effect control and ±100 the full control effect
#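 Pol beta (10 nM) and compounds were preincubated 15 min at room temperature, then 50 nM substrate (final) started primer extension/strand displacement. Reads were taken at 0 and 10 min; concentration-response data were fitted to a four-parameter Hill equation.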
# * hit, by the source's call; ? = inconclusive; / = not tested or not shown; [ ] = dose if it differs, or a comment. The call rests on the fitted dose curve; in most records, active means well fitted curve in the direction sought with a large enough effect; inconclusive means small, poorly fitted or top-dose-only effect, or another doubt; inactive means no such curve, though single readings can be large; an effect the other way counts as inactive or inconclusive. Potency means the concentration at half of the fitted maximal effect. Only part of the results is shown; the hit share may differ from the screen's.
# Preview (two entries):
SMILES,APEX1 inh,Pol kappa inh,BAZ2B inh,G9a inh,POLH inh,Pol iota inh,Apoferritin bind,BLM inh,POLB inh
CCOc1ccc(-c2nc(S(=O)(=O)c3ccccc3)c(N3CCC(C(N)=O)CC3)o2)cc1,-7%,2%,?,/,-14%,-10%,-1%,-2%,-6%
Cc1ccc(Cn2c(C)c(CNC(C)c3ccccc3)c(C(=O)O)c2C)cc1 (stereo unspecified),/,-7%,-7%,-26%[59 µM],-6%,-7%,-12%,2%,-6%

# Results, previewed entries included:
SMILES,APEX1 inh,Pol kappa inh,BAZ2B inh,G9a inh,POLH inh,Pol iota inh,Apoferritin bind,BLM inh,POLB inh
CCOc1ccc(-c2nc(S(=O)(=O)c3ccccc3)c(N3CCC(C(N)=O)CC3)o2)cc1,-7%,2%,?,/,-14%,-10%,-1%,-2%,-6%
Cc1ccc(Cn2c(C)c(CNC(C)c3ccccc3)c(C(=O)O)c2C)cc1 (stereo unspecified),/,-7%,-7%,-26%[59 µM],-6%,-7%,-12%,2%,-6%
CC1CCC(NC(=O)CCS(=O)(=O)c2ccc3c(c2)NC(=O)CO3)CC1 (stereo unspecified),19%,-6%,-14%,24%,-13%,37%[activator],-6%,0%,34%
CC(C)(C)c1cc(NC(=O)c2cccc([N+](=O)[O-])c2)no1,-1%,5%,2%,-6%,-17%,141%[activator],-8%,-4%,-10%
Cc1ccccc1-n1c(=O)n(CCc2ccccc2)c(=O)c2[nH]cnc21,22%,9%,4%,/,-20%,21%,-4%,-8%,-2%
CC(C)Cc1cc(C(=O)N2CCC(N3CCC(C(=O)N4CCOCC4)CC3)CC2)n[nH]1,1%,-9%[60.1 µM],30%[activator],14%,1%,11%,-5%,-3%,13%
O=C(CCCc1nc2ccccc2s1)NC1CCOC1=O (stereo unspecified),-3%,-3%,-2%,27%,-5%,34%[activator],-6%,-3%,42%[activator]
O=S1(=O)CC(O)C(Nc2ccccc2Cl)C1 (stereo unspecified),8%,-12%,5%,11%[59 µM],-2%,8%,1%,-4%,12%
Cc1ccccc1-c1nnn(CC(=O)NCc2ccc3c(c2)OCO3)n1,0%,-8%,3%,2%,-12%,15%,-16%,-2%,9%
CCOC(=O)c1ccc(CNC(=O)CSc2nnc(-c3ccncc3)o2)cc1,20%,-14%,-11%,?,-12%,10%,2%,8%,28%
CCOC(=O)C(O)(C1C(=O)CC(C)(C)CC1=O)C(F)(F)F (stereo unspecified),11%,-12%,?,?,-5%,-3%,-10%,-2%,6%
O=C(Nc1ccccc1)N(Cc1cccnc1)Cc1ccco1,10%,0%,12%,?,-7%,-14%,2%,0%,10%
COc1ccc(N(C)C(=O)c2ccc3c(c2)nnn3C)cc1,0%,-3%,6%,2%,-14%,169%[activator],-3%,0%,3%
CCCc1cc(C(=O)Nc2c(C)n(C)n(-c3ccccc3)c2=O)no1,-2%,7%,39%,?,-19%,40%[activator],-5%,1%,41%
COc1ccc(Oc2ncc3nc(-c4cc(F)cc(F)c4)c(=O)n(C)c3n2)cc1,11%,-16%[60.1 µM],/,-7%[12.7 µM],/,/,/,-3%,/
CC(=O)Nc1c(C(=O)c2ccc(F)cc2)oc2ccccc12,-1%,-12%,22%,3%[59 µM],-15%,14%,-6%,-1%,-3%
Cc1ccc(-c2csc3ncnc(N4CCN(c5ccccc5O)CC4)c23)cc1,8%,-10%,?,?,-11%,8%,-6%,-6%,30%
COc1ccc(CCNc2nc(=S)[nH]c3cc(OC)c(OC)cc23)cc1OC,?,-19%,-1%,?,-3%,9%,-5%,4%,2%
Cc1c(C(=O)Nc2ccc(C(=O)O)cc2)cnn1C,-4%,-3%,-7%,-13%[12.7 µM],-6%,13%,-10%,0%,28%
Cc1nnc(SCC(=O)N2CCN(Cc3ccccc3)CC2)s1,0%,-3%,-9%,?,-12%,-7%[58.9 µM],-5%,0%,14%
COC(=O)C1C(=O)C2=C(CC1C)NC(C)=C(C(=O)OC(C)C)C2c1ccc(C)o1 (stereo unspecified),0%,-16%,?,?,-17%,8%,-16%,-3%,4%
Cc1ccc2nc(NCC(=O)NN)nc(-c3ccccc3)c2c1,-3%,-10%,2%,44%[59 µM],-6%,17%,114%[activator],-9%,-27%
COc1ccc(S(N)(=O)=O)cc1C(=O)OCC1CCCCC1,40%,3%,-20%,12%,-27%,24%,-6%,-4%,-27%
COc1ccc(-c2nc(CN3CCC(c4ccccc4)CC3)c(C)o2)cc1OC,2%,-12%,-30%,?,-19%,75%[activator],-20%,-1%,?
Cc1ccc(NC(=O)CN(C)S(=O)(=O)c2cnc[nH]2)cc1C,-8%,3%,3%,14%[59 µM],-15%,4%,-6%,-1%,32%
COc1ccc(S(=O)(=O)N2CCc3ccccc32)cc1OC,41%,-18%,-27%,62%[activator],-11%,?,-13%,-2%,9%
Nc1nc(SCC(=O)NCc2ccccc2)[nH]c(=O)c1NC(=O)c1ccccc1F,2%,-1%,-9%,-5%[12.7 µM],-14%,-1%,-2%,5%,13%
Cc1cccc(C)c1NC(=S)NCc1ccccc1,-1%,-2%,-29%,-2%,-9%,49%[activator],?,-9%,-23%
Cc1cccc(OCc2n(CC(=O)OC3CC(C)CCC3C(C)C)c3ccccc3[n+]2C)c1 (stereo unspecified),7%,-13%,-13%,-5%,-23%,43%[activator],-24%,-12%,11%
Cc1ccc(N2C(=O)C3C4C=CC(C4)C3C2=O)cc1 (stereo unspecified),1%,-1%,12%,10%,-2%,13%,?,0%,-1%

# Retrieved by compound from the list above, 2 records:
SMILES,APEX1 inh,Pol kappa inh,BAZ2B inh,G9a inh,POLH inh,Pol iota inh,Apoferritin bind,BLM inh,POLB inh
COc1ccc(S(N)(=O)=O)cc1C(=O)OCC1CCCCC1,40%,3%,-20%,12%,-27%,24%,-6%,-4%,-27%
Cc1cccc(OCc2n(CC(=O)OC3CC(C)CCC3C(C)C)c3ccccc3[n+]2C)c1 (stereo unspecified),7%,-13%,-13%,-5%,-23%,43%[activator],-24%,-12%,11%

# Additional entries
SMILES,APEX1 inh,Pol kappa inh,BAZ2B inh,G9a inh,POLH inh,Pol iota inh,Apoferritin bind,BLM inh,POLB inh
CCCC1=NN(c2ccc([N+](=O)[O-])cc2)C(=O)/C1=C/N(C)C,21%,-2%,7%,0%[59 µM],1%,16%,4%,-3%,?
COc1ccc(S(=O)(=O)N(CC(=O)Nc2ccc3c(c2)OCO3)c2ccc(C)cc2)cc1,/,-9%,?,-44%[59 µM],-13%,38%[activator],1%,-12%,8%
O=C1C=C(c2cccc3c2sc2ccccc23)C[C@@H](c2ccc(Cl)cc2)C1,5%,-9%,7%,12%[2.33 µM],-17%,0%,/,/,/
CCc1cc(=O)oc2cc(C)cc(OCC(=O)N3CCC(C(=O)O)CC3)c12,-4%,11%,5%,/,-12%,23%,-10%,2%,9%
CC(c1ccccc1)C1CC(=O)N(Cc2ccco2)C1=O (stereo unspecified),-5%,-27%,-31%,?,-9%,128%[activator],-16%,-9%,-14%
C=C(C)COc1ccc(-c2n[nH]c(C)c2Oc2ccccc2OC)c(O)c1,6%,-17%,-3%,-16%,-25%,-6%,-2%,2%,4%
COc1ccc(NC(=O)N2CCC(CO)(CC3CCCCO3)CC2)c(OC)c1 (stereo unspecified),-1%,-8%,-15%,11%,-17%,6%,1%,0%,-16%
Cc1cccc(N2CCN(C(=O)c3ccc(Cl)c(S(=O)(=O)N4CCc5ccccc5C4)c3)CC2)c1C,31%[activator],-4%,-36%,-12%[59 µM],-13%,9%,-16%,-3%,12%
Cc1ccc(NC(=O)c2cccc(C(=O)Nc3ccc(C)cc3C(=O)O)c2)c(C(=O)O)c1,5%,-37%,5%,1%[2.33 µM],?,-20%,8%,-8%,-12%
CS(=O)(=O)N(CC(=O)Nc1ccccc1C(=O)N1CCCC1)c1cccc([N+](=O)[O-])c1,?,-18%,-5%,?,-5%,5%,-9%,0%,-1%
CC(=O)Nc1ccc(S(=O)(=O)N2CCC(=O)Nc3ccccc32)cc1,9%,4%,3%,/,-12%,-13%,-6%,-1%,18%
O=C(c1cnccn1)N1CCN(S(=O)(=O)c2cccc(Cl)c2)CC1,-3%,-14%,/,/,-23%,85%[activator],/,/,/
CCOc1ccc(CCNS(=O)(=O)c2cn(C)cn2)cc1OCC,76%[activator],?,-16%,52%[activator],-4%,?,3%,2%,12%
CCc1cccc(C)c1NC(=O)C1=C(C)C(=O)OC12CCC(C)CC2 (stereo unspecified),/,-7%,-7%,9%[59 µM],/,9%,-10%,-4%,56%[activator]
Cn1cc(Br)c(C(=O)Nc2ncc(Br)s2)n1,10%,-7%,-7%,11%[59 µM],?,?,-2%,-7%,-25%
CCN1CCN(c2c(Cl)cccc2NC(=O)c2cccs2)CC1,2%,6%,-2%,73%,-18%,0%,-6%,-1%,-1%
COc1ccc(C2=CC(c3ccc(F)cc3)n3ncc(C(=O)Nc4ccc(C)cc4)c3N2)cc1 (stereo unspecified),/,-2%,9%[57.1 µM],-41%[59 µM],-15%,18%,23%,-2%,-1%
CN(C)S(=O)(=O)N(CC(=O)NCCSc1ccc(Cl)cc1)c1ccccc1,/,-28%,-35%,2%[59 µM],?,?,-8%,-15%,22µM*
COc1ccc(N2CCN(C(=O)CSc3nnc4c(C)cc5ccc(C)c(C)c5n34)CC2)cc1,-2%,-14%,?,?,0%,7%,2%,4%,13%
CNC(=O)CSCCn1c(SCC(=O)NC)nc2ccccc2c1=O,17%,-5%,-6%,-13%,7%,7%,-8%,-3%,8%
S=C(NCc1ccccn1)Nc1cccc(Cl)c1,10%,-12%,-3%,17%[0.501 µM],3%,3%,-12%,-4%,28%
CSc1ccc(CN(C)Cc2cc(=O)oc3c(C)c(C)ccc23)cc1,15%,-24%[60.1 µM],8%,-9%[2.33 µM],1%,17%,-1%,-8%,-16%
Cc1cccn2c(=O)c(/C=C(\C#N)C(N)=O)c(N3CCN(c4ccccc4)CC3)nc12,-15%,-2%,?,?,-2%,-88%,-11%,-9%,1%
Cc1cc2ncn(CCC(=O)NC3CCCC3)c2cc1C,-4%,-7%,-32%,-2%,-4%,44%[activator],-6%,-6%,-20%

# Compound activity: PubChem BioAssay, National Center for Advancing Translational Sciences (NCATS)
